Pin1 inh: human Pin1 inhibition; Q13526; Pin1 FP peptide displacement, HiFluor488, 10 min; Potency, µM (series often up to 115 µM), for the others: top-dose activity, negative = inhibition, actives largely listed as inhibitors; 0.009% of 390,000 active; AID 504891; active = well fitted inhibition curve with a large enough effect in the polarisation, with a control signal flat, not every such curve was filed as active; inconclusive = small, poorly fitted or top-dose-only effect, or effect the other way, or a change in a side signal; inactive = no such curve, though single readings can be large or run the other way; the % refers to the polarisation; note: potency is the fitted concentration of half-maximal effect; % is set by controls: 0 for no effect and ±100 for the full control effect
mIDH1 inhibitor: human IDH1 R132H inhibition; 0.093% of 390,000 active; IDH1-R132H enzyme, NADPH consumption, diaphorase/resazurin fluorescence; Potency, µM (titrated, usually from 76.6 µM), for the others: top-dose activity change, negative = inhibition, actives largely listed as inhibitors; note: potency is the fitted concentration of half-maximal effect; % is set by controls: 0 for no effect and ±100 for the full control effect; nearly all actives have a fitted effect of over 65% in size
Target sequence (O75874 whole entry R132H, stated change not applied): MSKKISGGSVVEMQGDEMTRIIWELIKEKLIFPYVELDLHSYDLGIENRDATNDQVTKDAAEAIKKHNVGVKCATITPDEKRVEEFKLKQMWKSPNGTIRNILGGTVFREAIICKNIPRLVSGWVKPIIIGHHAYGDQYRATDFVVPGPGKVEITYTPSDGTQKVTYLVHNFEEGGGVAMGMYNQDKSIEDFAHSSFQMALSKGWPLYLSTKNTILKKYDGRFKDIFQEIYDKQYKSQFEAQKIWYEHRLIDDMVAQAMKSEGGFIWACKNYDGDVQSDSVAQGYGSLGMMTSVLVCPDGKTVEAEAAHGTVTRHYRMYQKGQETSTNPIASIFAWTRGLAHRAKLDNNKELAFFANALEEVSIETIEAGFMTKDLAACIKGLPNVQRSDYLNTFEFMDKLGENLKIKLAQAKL
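IDH1-R132H (0.5 ug/mL) preincubated 30 min with compound, then NADPH (0.016 mM) and alpha-KG (2 mM) added; 80 min at RT, pH 7.5. Remaining NADPH coupled via diaphorase/resazurin to fluorescence (540/590 nm); concentration-response curves normalized to no-enzyme control.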
GLS inhibitor: blocks human kidney-isoform glutaminase activity. AID 624170. Potency, µM (top dose mostly 45.5 µM), for the others: top-dose activity change, negative = inhibition, hits mostly inhibitors. GLS enzymatic activity, qHTS titration. O94925. 0.21% of 410,000 active; note: potency is the fitted concentration of half-maximal effect; % is set by controls: 0 for no effect and ±100 for the full control effect
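Assay buffer: 45 mM KH2PO4 pH 8.2, 0.02% Tween-20. hKGA acts on L-glutamine (1 mM solution added); product glutamate is reported by an oxidase/peroxidase Amplex Red coupling, with fluorescence taken at baseline and 30 min.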
TrxR1 substrate: is turned over as a substrate by rat TrxR1; O89049; purified TrxR1 substrate turnover, NADPH consumption readout; Potency, µM (series often up to 114 µM), for the others: at the highest dose activity change, negative = substrate turnover; 0.01% of 390,000 active; note: potency is the fitted concentration of half-maximal effect; % is set by controls: 0 for no effect and ±100 for the full control effect; nearly all actives have a fitted effect of over 50% in size
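Rat TrxR1, dispensed at 90 nM, was prereduced with 400 uM NADPH (final) for 5 min at ~22 deg C, then incubated with compound 15 min before 400 uM selenite. A first-read NADPH fluorescence drop versus no-compound background flagged substrates.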
HP1b binding inh: inhibitors of HP1-beta chromodomain binding to methylated histone tails | 0.56% of 390,000 active | P83916 | AID 540317 | Potency, µM (titrated, usually from 114 µM), for inactives: top-dose activity change, negative = inhibition, most hits filed as inhibitors | AlphaScreen HP1-beta / biotin-H3K9me3 peptide binding; note: potency is the fitted concentration of half-maximal effect; nearly all actives have a fitted effect of over 70% in size; inactives centre near 23
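Compound inhibition of the preformed complex between 50 nM HP1-beta and 50 nM biotinylated H3K9me3 peptide was read by AlphaScreen. Buffer was PBS pH 7.4 with 0.01% Tween-20. Incubations ran 30 min at room temperature, with 10 ug/mL donor/acceptor beads.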
PGK inhibitor: blocks T. brucei phosphoglycerate kinase; P07378; PGK/GAPDH coupled, Kinase-Glo luminescence, 60 min; Potency, µM (series often up to 57.5 µM), without a hit: at the highest dose activity change, negative = inhibition, actives largely listed as inhibitors; 0.043% of 380,000 active; AID 602233; note: potency is the fitted concentration of half-maximal effect; % is set by controls: 0 for no effect and ±100 for the full control effect; nearly all actives have a fitted effect of over 60% in size
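Luminescent ATP detection (Kinase-Glo Plus) follows a 60-minute room-temperature incubation, with wells lacking PGK as controls. Buffer: 100 mM TEA (pH 7.6), 5 mM MgCl2, 0.01% Tween-20. Coupling enzyme GAPDH (100 nM final) supplies unstable 1,3-BPG in-well.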
PI4K2A block: PI4K2A (human) kinase inhibition | Q9BTU6 | purified PI4K2A, ADP-Glo luminescence, 1 h; stronger effect = lower value | activity change, negative = inhibition, % at 76.9 µM | 0.13% of 420,000 active | AID 1346378; in the data active = activity change below about -50%; inconclusive = mostly about -30% to -49%;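 note: -100% = wells without enzyme as full effect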
Target sequence (Q9BTU6 whole entry, looked up): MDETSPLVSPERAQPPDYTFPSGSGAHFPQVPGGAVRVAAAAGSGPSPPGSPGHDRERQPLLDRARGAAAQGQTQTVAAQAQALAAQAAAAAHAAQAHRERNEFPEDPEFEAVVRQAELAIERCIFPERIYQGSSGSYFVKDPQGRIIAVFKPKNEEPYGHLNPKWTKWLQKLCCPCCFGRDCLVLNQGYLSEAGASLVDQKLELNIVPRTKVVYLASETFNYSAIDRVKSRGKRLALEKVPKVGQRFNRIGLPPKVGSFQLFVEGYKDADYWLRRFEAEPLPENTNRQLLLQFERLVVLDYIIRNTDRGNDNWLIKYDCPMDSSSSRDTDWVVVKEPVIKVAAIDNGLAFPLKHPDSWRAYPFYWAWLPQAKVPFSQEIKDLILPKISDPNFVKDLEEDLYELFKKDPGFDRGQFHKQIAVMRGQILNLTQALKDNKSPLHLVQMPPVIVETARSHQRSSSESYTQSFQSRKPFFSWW
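In this quantitative HTS, ADP production by PI4K2A was quantified luminescently after 1 h at ambient temperature; 100 microM adenosine served as plate-quality control.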
USP1 inh: inhibitors of human USP1/UAF1 deubiquitinase; O94782; recombinant USP1/UAF1, Ub-Rhodamine cleavage fluorescence; Potency, µM (doses to about 57.1 µM), inactives show at the highest dose activity change, negative = inhibition, most hits filed as inhibitors; 0.23% of 390,000 active; note: potency is the fitted concentration of half-maximal effect; % is set by controls: 0 for no effect and ±100 for the full control effect; nearly all actives have a fitted effect of over 60% in size; inactives centre near -12
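Step one: compound is pinned into 1nM USP1/UAF1 in HEPES pH 7.8 buffer with TCEP. Step two: 15 min room-temperature incubation. Step three: Ub-Rho (150nM final) starts cleavage, tracked by fluorescence over six one-minute reads.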
TrxR1 inh: blocks rat thioredoxin reductase 1. 1% of 390,000 active. O89049. recombinant rTrxR1, NADPH fluorescence consumption, selenite substrate. Potency, µM (titrated, usually from 114 µM), for inactives: at the top dose activity change, negative = inhibition, hits mostly inhibitors; note: potency is the fitted concentration of half-maximal effect; % is set by controls: 0 for no effect and ±100 for the full control effect; nearly all actives have a fitted effect of over 65% in size
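Rat TrxR1 (90 nM in the dispensed reagent) was pre-reduced with 400 uM NADPH for 5 min at room temperature, then incubated with compound for 15 min. After 400 uM selenite was added, NADPH fluorescence (Ex 340/Em 450 nm) was followed for 8 min.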
The depositor's hits bear a star; i = inactive; ? = inconclusive; [ ] = another dose, or the depositor's remark. Unless noted, calls come from the whole dose curve; as a rule, active = well fitted curve in the direction sought with a large enough effect; inconclusive = small, poorly fitted or top-dose-only effect, or another doubt; inactive = no such curve, though single readings can be large; an effect the other way counts as inactive or inconclusive. These rows are one share of the data, so the mix of outcomes need not match the whole.

mol	TrxR1 substrate	HP1b binding inh	Pin1 inh	PI4K2A block	TrxR1 inh	PGK inhibitor	GLS inhibitor	USP1 inh	mIDH1 inhibitor
O=C(NCc1cccnc1)C1CC(c2cccc(Br)c2)=NO1 (centres undefined)	-6%	21%	-18%	0	2%	-6%	5%	3%	-8%
CCCCC(=O)Nc1cc([N+](=O)[O-])ccc1Cl	9%	19%	5%	2	17%	-3%	11%	-6%	3%
CN(Cc1ccccc1)C(=O)CN1C(=O)NC2(CCCC2)C1=O	6%	24%	-3%	0	22%	-5%	0%	-14%	5%
CCC1CCCCN1c1cc(C)nc2cc(-c3cccc(C)c3)nn12 (centres undefined)	18%	53%	?	-8	66%[57.1 µM]	-2%	4%	-17%	2%
COC(=O)CSc1nc2c(c(-c3ccc(O)cc3)c1C#N)CCCC2	3%[57.1 µM]	12%	?	6	5%[57.1 µM]	-6%	9%	-18%	8%
CCOC(=O)/C=C/[C@H]1CC2(CCO1)SCCCS2	-7%	96%[activator]	5%	4	12%	i	-11%	-17%	0%
CC1CN(c2cc3nccnc3cc2F)CC(C)O1 (centres undefined)	2%	20%	7%	2	6%	-1%	-1%	1%	2%
CCSc1nc2sc3c(c2c(=O)n1C1CCCCC1)CCN(C)C3	-2%	10%	15%	-3	-7%	-8%	-4%	-8%	-3%
O=C(COC(=O)CNC(=O)c1ccccc1F)Nc1ccc(Cl)cn1	5%	30%	-1%	1	20%	4%	-3%	-18%	3%
N=C(N)SCc1nc2ccccn2c1Br	-1%	12%	0%	-3	10%	4%	-3%	-9%	0%
Cc1ccccc1C(=O)NNC(=O)C1CCCN(c2ncccn2)C1 (centres undefined)	8%	27%	-4%	-3	20%	-4%	-2%	12%	1%
N#Cc1ccc(-c2csc(NC(=O)c3ccc(N4C(=O)CCC4=O)cc3)n2)cc1	38%[activator]	21%	-13%	-22	6%	5%	-8%	2%	4%
CCCNC(=O)Cn1cccc1C(=O)c1ccccc1	-6%	40%[activator]	3%	6	7%	3%	5%	0%	-3%
CCN(CC)CCNC(=O)c1[nH]c2ccc(OCc3ccccc3)cc2c1C	32%[activator]	?	-5%	-6	12%	5%	21%	-7%	0%
Cc1ccc(CNC(=O)CSc2nc3c(sc4ccccc43)c(=O)n2CCCN2CCCC2)cc1	10%	-4%	12%	-2	21%[57.1 µM]	-5%	0%	-20%	0%
O=C(O)c1ccc(COc2ccc3ccccc3c2)o1	-9%	30%	2%	3	-6%	-3%	-1%	-11%	-4%
CCc1ccc(NC(=O)C2CCN(c3ccc(Sc4ccc(C)cc4)nn3)CC2)cc1	3%	43%[activator]	3%	-5	13%	9%	-8%	-23%	-14%
CNc1ccc(C(O)(C(F)(F)F)C(F)(F)F)cc1C(O)(C(F)(F)F)C(F)(F)F	-10%	21%	?	1	?	-3%	6%	-9%	2%
CC1(C)C(c2ccccc2)=[N+]([O-])C2(CCCCC2=O)N1O (centres undefined)	0%	31%	?	9	?	3%	-1%	-3%	3%
Cc1nc(NC(=O)COC(=O)[C@@H](NC(=O)c2ccco2)C(C)C)c(Cl)cc1Cl	7%	25%	8%	0	-7%	-4%	-1%	-15%	-8%
CN(CCC1CCOCC1)C(=O)c1cc(COc2c(F)cccc2F)on1	-4%	50%[activator]	-9%	6	-7%	-4%	-11%	-19%	5%
CCCn1nnnc1NC(=O)CSc1ccc(Cl)cc1	-2%	34%	-1%	0	-10%	-2%	-1%	-7%	2%
Cc1ccc(S(=O)(=O)N2CCC(C(=O)NCC(C)(C)N3CCOCC3)CC2)c(C)c1	2%	42%[activator]	-6%	-5	2%	-9%	3%	-10%	4%
COc1ccc(-c2nn(-c3ccccc3F)cc2CNCCn2nc(C)cc2C)cc1	4%	32%	-1%	5	31%	i	-9%	-19%	5%
COc1ccc(N(CC(=O)Nc2cc(Cl)ccc2C)S(=O)(=O)c2c(C)n[nH]c2C)cc1	9%	52%[activator]	0%	2	30%	-5%	-1%	-25%	4%
COc1cc2c(c(OC)c1OC)-c1ccc(SC)c(=O)cc1C(NC(=O)c1ccccc1)CC2 (centres undefined)	3%[57.1 µM]	-2%	2%	4	0%[11.4 µM]	3%	18%	-2%	-2%
Cc1cc(NC2=CC(=O)C(=O)c3ccccc32)no1	-6%[11.4 µM]	3%	-17%	-25	10%[11.4 µM]	-16%	-13%	2.5µM*	14%
CC(=O)c1ccc(C(=O)NC2CC(C)(C)Cc3c2cnn3-c2ccccc2)cc1 (centres undefined)	0%	26%	-3%	-5	13%	-4%	3%	-17%	3%
Cc1ccc(-c2cn3nc(N4CCCC(C(=O)Nc5ccc(F)cc5)C4)sc3n2)cc1 (centres undefined)	-11%	6%	11%	-3	0%	0%	-6%	-25%	-7%
COc1ccc(OC)c(NC(=O)c2cc3sccc3n2C)c1	4%	-11%	0%	4	19%	6%	-2%	-19%	4%
N#CC(C(=O)c1ccco1)c1ccccn1 (centres undefined)	2%	17%	-1%	-5	12%	3%[11.5 µM]	5%	-21%	1%
CCNS(=O)(=O)c1ccc(CCC(=O)O)cc1	4%	21%	-5%	-6	14%	-2%	-9%	-24%	8%
COc1ccc(-c2c(C)nc(N)nc2-c2ccc(OC)cc2O)cc1	4%	5%	?	1	8%[57.1 µM]	5%	2%	-30%	8%
Cc1cc(C)cc(NC(=S)NCc2ccc3[nH]c4c(c3c2)CCCC4)c1	0%	?	6%	-2	-13%	3%	4%	-8%	-1%
COc1ccc(S(=O)(=O)N2CCN(CC(=O)Nc3ccc(Cl)c(C(F)(F)F)c3)CC2)cc1	-4%[57.1 µM]	2%	3%	0	12%[57.1 µM]	-7%	-10%	-13%	21%
COc1ccc(OCC(=O)Nc2ccc3c(c2)nc(CCN2CCOCC2)n3C)cc1	4%	16%	-12%	-1	2%	-10%	-7%	-22%	5%
Cc1noc(C)c1COc1cccc(C(=O)N2CCN(C/C=C/c3ccccc3)CC2)c1	6%[57.1 µM]	15%	-1%	-1	-6%[57.1 µM]	-5%	14%	-24%	0%
CC(NC(=O)C12CC3CC(CC(C3)C1)C2)c1ccc(F)cc1 (centres undefined)	11%	3%	-9%	-5	20%	-3%	2%	0%	0%
O=C(Nc1ccc(F)cc1)c1ccccc1F	10%	20%	-6%	-1	25%	0%[11.5 µM]	0%	-21%	-2%
Cc1cc(C(=O)NNc2cc(Cl)ccc2Cl)no1	-13%[57.1 µM]	0%	5%	3	28%[57.1 µM]	-4%	-14%	-8%	1%
CCOc1ccccc1CNC(=O)c1oc2c(c1C)-c1nn(Cc3cccc(Cl)c3)cc1CC2	9%[11.4 µM]	-11%	27%	1	20%	i	-13%	-15%	0%

Already shown: an excerpt of the list.
mol	TrxR1 substrate	HP1b binding inh	Pin1 inh	PI4K2A block	TrxR1 inh	PGK inhibitor	GLS inhibitor	USP1 inh	mIDH1 inhibitor
COc1ccc(S(=O)(=O)N2CCN(CC(=O)Nc3ccc(Cl)c(C(F)(F)F)c3)CC2)cc1	-4%[57.1 µM]	2%	3%	0	12%[57.1 µM]	-7%	-10%	-13%	21%
COc1ccc(OCC(=O)Nc2ccc3c(c2)nc(CCN2CCOCC2)n3C)cc1	4%	16%	-12%	-1	2%	-10%	-7%	-22%	5%
Cc1noc(C)c1COc1cccc(C(=O)N2CCN(C/C=C/c3ccccc3)CC2)c1	6%[57.1 µM]	15%	-1%	-1	-6%[57.1 µM]	-5%	14%	-24%	0%
CC(NC(=O)C12CC3CC(CC(C3)C1)C2)c1ccc(F)cc1 (centres undefined)	11%	3%	-9%	-5	20%	-3%	2%	0%	0%
O=C(Nc1ccc(F)cc1)c1ccccc1F	10%	20%	-6%	-1	25%	0%[11.5 µM]	0%	-21%	-2%
Cc1cc(C(=O)NNc2cc(Cl)ccc2Cl)no1	-13%[57.1 µM]	0%	5%	3	28%[57.1 µM]	-4%	-14%	-8%	1%
CCOc1ccccc1CNC(=O)c1oc2c(c1C)-c1nn(Cc3cccc(Cl)c3)cc1CC2	9%[11.4 µM]	-11%	27%	1	20%	i	-13%	-15%	0%
